miR122 inh = miR-122 inhibition in Huh7 cells; Huh7 miR-122 Renilla luciferase sensor, 48 h; neutral wells = 0, positive control = 100; activation (reporter increase), % at 12.5 µM; 340,000 tested, 0.3% active;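 active = mean replicate activation score at least 90 and every replicate individually at or above 90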;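 note: higher luciferase means less miR-122 activity so hits act as miR-122 inhibitors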
EWS-Fli block = inhibitors of EWS/Fli oncoprotein transcriptional activity; 350,000 tested, 0.67% active; A673 NR0B1-luciferase reporter, viability-normalised; inhibition, % at 12.6 µM;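 active = mean inhibition of at least 50% after viability correction, with every replicate also passing that limit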;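 note: firefly luciferase signal divided by Alamar Blue viability fluorescence both relative to DMSO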
PAX8 reporter = PAX8 transcriptional activity inhibition | RMG-I TPO-luciferase reporter, SteadyGlo, 24 h | inhibition, % at 12.6 µM | 360,000 tested, 1.2% active;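 active = mean replicate inhibition at least 60% with every replicate also reaching 60%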;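 note: luciferase light reporting Pax8 driven TPO promoter activity; plate controls were median of neutral control wells for no effect and mitoxantrone controls for full effect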
CASP6 VEID inh = inhibitors of human caspase-6. 350,000 tested, 0.53% active. P55212. purified caspase-6, Z-VEID-R110 cleavage fluorescence. inhibition, % at 12.5 µM;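 active = mean inhibition across replicates at least about 35%, with every replicate also reaching that limit, limit read from the data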;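 note: 0% = median of neutral control wells and 100% = no fluorescence left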
Target sequence (P55212 24-179 limits assumed): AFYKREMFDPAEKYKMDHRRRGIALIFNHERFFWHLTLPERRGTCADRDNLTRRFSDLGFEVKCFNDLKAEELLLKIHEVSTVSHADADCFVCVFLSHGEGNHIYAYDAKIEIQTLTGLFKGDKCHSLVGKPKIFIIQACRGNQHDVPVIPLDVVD
Target sequence (P55212 194-293 limits assumed): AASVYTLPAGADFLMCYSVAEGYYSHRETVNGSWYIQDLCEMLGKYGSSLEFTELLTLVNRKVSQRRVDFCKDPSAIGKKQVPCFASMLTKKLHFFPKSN
Cneo AK release = causes C. neoformans cell lysis; adenylate kinase release luminescence, 4 h; normalised: neutral wells 0, clomiphene wells 100; lysis activity, % at 15 µM; 360,000 tested, 0.2% active;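 active = mean lysis activity across replicates of at least 80%, whatever share of replicates individually reach that level; inactive = mean lysis activity below 80%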
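Assay system: Cryptococcus neoformans yeast cells / Dosing: single-point compound dose / Timing: 4 h at 37 °C static, read 1 h later / Measured by: luminescence of released adenylate kinase using an AK detection reagent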
LGR2 inh = blocks bursicon-induced cAMP signaling via Drosophila LGR2. AID 720647. inhibition, % at 9.99 µM. 380,000 tested, 0.35% active. HEK293 LGR2, CRE-luciferase, bursicon-stimulated, 4 h;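 active = drop in luminescence signal, shown as inhibition above about 50% in the replicate tests, limit read from the data, passing the limit was not always enough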;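 note: agonist challenge used bursicon conditioned medium at about half maximal strength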
PGC1a acetyl inh = PGC1a acetylation modulation, inhibitor mode; U2OS PGC1a acetylation, AlphaScreen anti-acetyl-lysine; with virally co-expressed GCN5 acetyltransferase; inhibition, % at 15.6 µM; 350,000 tested, 0.17% active; AID 651687;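 active = every replicate shows inhibition of at least 40%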;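 note: 0% = neutral control wells and 100% = positive control wells; some results beyond the cut were filed as inactive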
FN deposition inh = fibronectin deposition inhibition; 350,000 tested, 0.086% active; AID 743247; inhibition, % at 12.6 µM; AH1F fibroblasts, Alexa488-fibronectin deposition fluorescence, overnight;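 active = mean inhibition across replicates of 30% or more, regardless of how many single replicates reach that level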;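 note: positive control wells lacked labelled fibronectin entirely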
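Material: AH1F fibroblasts assembling fluorescent fibronectin matrix; amount: 10000 AH1F cells/well; medium: DMEM, 2% serum; reagent: Alexa488-fibronectin, 24 nM final in well; dosing: single compound dose, delivered by pin transfer; incubation: 1 h adhesion, overnight exposure; detection: fluorescence after three HBSS washes, excitation 485 nm, emission 525 nm; measure: fibronectin deposition inhibition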
* marks the source's active call; other numbers are inactive results; & = joins results of further samples; ! = not confirmed by another sample; [ ] = remark or other dose.

Results for COc1cc(N)c(Cc2nccc3cc(OC)c(OC)cc23)cc1OC ?
miR122 inh: 2; EWS-Fli block: -6; PAX8 reporter: 8; CASP6 VEID inh: 9; LGR2 inh: -42; PGC1a acetyl inh: 39; FN deposition inh: 1

Results for Cc1ccc(C(=O)CSc2nc3ccccc3c(=O)[nH]2)cc1C ?
miR122 inh: -8; EWS-Fli block: -13; PAX8 reporter: 7; CASP6 VEID inh: -3; LGR2 inh: -8; PGC1a acetyl inh: 6; FN deposition inh: -11

What do the screens show for `COc1ccccc1C(=O)NC1CC2CCC(C1)N2Cc1ccccc1` (centres undefined)?
miR122 inh: 0; EWS-Fli block: 9; PAX8 reporter: 14; CASP6 VEID inh: -12; Cneo AK release: 2; LGR2 inh: 19; PGC1a acetyl inh: 9; FN deposition inh: -3

Results for O=C(Nc1ccc2c(c1)OCO2)c1nn(-c2ccccc2)c(=O)c2ccccc12 ?
miR122 inh: 2; PAX8 reporter: 3; Cneo AK release: 0; PGC1a acetyl inh: 0; FN deposition inh: -5

How did O=C(COC(=O)c1ccc(Cl)nc1)Nc1c(Cl)cccc1C(F)(F)F do in these assays?
miR122 inh: -1; EWS-Fli block: -5; PAX8 reporter: -16; CASP6 VEID inh: 2; Cneo AK release: 8; LGR2 inh: 3; PGC1a acetyl inh: 7; FN deposition inh: -1

What do the screens show for `O=C(CNC(=O)C12CC3CC(CC(C3)C1)C2)NC1=NCCS1`?
miR122 inh: 3; Cneo AK release: -1; PGC1a acetyl inh: 11; FN deposition inh: 5

How did COc1ncnc2c1ncn2CCCN[C@H](C)c1cccc2ccccc12 do in these assays?
miR122 inh: -2; EWS-Fli block: 7; PAX8 reporter: 9; CASP6 VEID inh: -2; Cneo AK release: 1; LGR2 inh: 10; PGC1a acetyl inh: -5; FN deposition inh: -3

How did CCc1cnc(N2[C@H](CO)[C@@H](c3ccc(C4=CCCC4)cc3)[C@@H]2C#N)s1 do in these assays?
EWS-Fli block: 18; PAX8 reporter: -19; CASP6 VEID inh: 1; Cneo AK release: 8; LGR2 inh: 6; PGC1a acetyl inh: -14; FN deposition inh: 11

What do the screens show for `COCCNC(=O)C(OC(=O)c1nsc(Cl)c1Cl)C(C)C` (centres undefined)?
miR122 inh: -3; EWS-Fli block: 7; PAX8 reporter: 13; CASP6 VEID inh: 2; LGR2 inh: -2; PGC1a acetyl inh: -7; FN deposition inh: 2

Results for C[C@H]1CN([C@@H](C)CO)C(=O)Cc2cc(NC(=O)NC3CCCCC3)ccc2O[C@H]1CN(C)C(=O)Nc1ccccc1 ?
miR122 inh: -4[16.7 µM]; EWS-Fli block: -4; PAX8 reporter: -17; CASP6 VEID inh: 2; Cneo AK release: -7; LGR2 inh: 0; PGC1a acetyl inh: 5

How did Cc1nnc2n1N=C(c1ccc(F)cc1F)CS2 do in these assays?
miR122 inh: -2; EWS-Fli block: 7; PAX8 reporter: -9; CASP6 VEID inh: -1; Cneo AK release: 2; LGR2 inh: -12; PGC1a acetyl inh: 30; FN deposition inh: -5

What do the screens show for `C[C@H](CO)N1C[C@H](C)[C@@H](CN(C)C(=O)c2ccncc2)Oc2cc(C#CC3(O)CCCC3)ccc2S1(=O)=O`?
miR122 inh: -2[16.7 µM]; EWS-Fli block: -1; CASP6 VEID inh: 3; Cneo AK release: 0; LGR2 inh: 15; PGC1a acetyl inh: 1; FN deposition inh: 11

What do the screens show for `CN(c1ccccc1N(C)S(=O)(=O)c1ccccc1)S(=O)(=O)c1ccccc1`?
miR122 inh: 5; EWS-Fli block: 4; PAX8 reporter: 12; CASP6 VEID inh: 0; Cneo AK release: 4; LGR2 inh: 7; PGC1a acetyl inh: -4; FN deposition inh: -1

How did COc1ccc(C)cc1N(C(=O)c1snc(C(N)=O)c1N)C(C(=O)NC1CCCCC1)c1ccc(C)o1 (centres undefined) do in these assays?
miR122 inh: 29; EWS-Fli block: 26; PAX8 reporter: 20; CASP6 VEID inh: -1; Cneo AK release: 33; LGR2 inh: 19; PGC1a acetyl inh: 10; FN deposition inh: 5

Results for Cc1c(C#N)c(N=CN(C)C)c(C(=O)c2ccccc2)n1-c1ccc(Br)cc1 ?
miR122 inh: 6; Cneo AK release: -2; PGC1a acetyl inh: -6; FN deposition inh: 2

Results for CCOC(=O)C1C(=O)CC(C)(O)C(C(=O)OCC)C1c1ccc(SC)cc1 (centres undefined) ?
miR122 inh: 1; EWS-Fli block: -3; PAX8 reporter: -1; CASP6 VEID inh: -2; Cneo AK release: -1; LGR2 inh: -27; PGC1a acetyl inh: -9; FN deposition inh: -1

How did COc1cc(C(CC(=O)Nc2ccccn2)N2Cc3ccccc3C2=O)cc(OC)c1OC (centres undefined) do in these assays?
miR122 inh: 18; EWS-Fli block: 8; PAX8 reporter: 10; CASP6 VEID inh: 3; Cneo AK release: 3; LGR2 inh: 12; PGC1a acetyl inh: -10; FN deposition inh: -1

How did O=C(COC(=O)CSCC(=O)N1CCCCC1)NCc1ccc(F)cc1 do in these assays?
miR122 inh: -4; PAX8 reporter: 11; Cneo AK release: 4; FN deposition inh: -3

Results for COc1ccccc1NC(=O)CC(NCCN(C)C)C(=O)O (centres undefined) ?
miR122 inh: 0; Cneo AK release: 1; PGC1a acetyl inh: 1; FN deposition inh: 5

How did CCOC(=O)c1ccccc1NC(=O)c1cccnc1 do in these assays?
miR122 inh: 1; Cneo AK release: 0; LGR2 inh: -18; PGC1a acetyl inh: 3; FN deposition inh: 12

Results for CC(C)C(NC(=O)c1ccc([N+](=O)[O-])cc1Cl)C(=O)N1CCCC1 (centres undefined) ?
miR122 inh: -5; EWS-Fli block: -7; PAX8 reporter: 1; CASP6 VEID inh: 0; Cneo AK release: 0; LGR2 inh: 19; FN deposition inh: -1

How did COc1ccc(CCC(=O)NNC(=O)c2cccs2)cc1 do in these assays?
miR122 inh: -2; EWS-Fli block: 5; PAX8 reporter: -21; CASP6 VEID inh: 0; Cneo AK release: 0; LGR2 inh: -7; PGC1a acetyl inh: 5; FN deposition inh: 11

Results for CCOC(=O)c1cc(=O)n2c(nc3ccccc32)[nH]1 ?
miR122 inh: 6; EWS-Fli block: -32; PAX8 reporter: -33; CASP6 VEID inh: -2; Cneo AK release: 0; LGR2 inh: -9; PGC1a acetyl inh: -22; FN deposition inh: -2

How did CCOc1cc(-c2noc(CCCC(=O)NC3CCCCC3)n2)ccc1OC do in these assays?
miR122 inh: -2; EWS-Fli block: 3; PAX8 reporter: -5; CASP6 VEID inh: -4; Cneo AK release: 1; LGR2 inh: 2; PGC1a acetyl inh: -3; FN deposition inh: -4

What do the screens show for `CC(C)CN1CCC(C(=O)N2CCN(c3ccccc3F)CC2)CC1`?
miR122 inh: -4; EWS-Fli block: 5; PAX8 reporter: 12; CASP6 VEID inh: -2; Cneo AK release: 0; LGR2 inh: 13; PGC1a acetyl inh: -4; FN deposition inh: -6

Results for C[C@H]1CCCCO[C@H](CN(C)C(=O)c2ccncc2)[C@@H](C)CN([C@@H](C)CO)C(=O)c2cc(NS(=O)(=O)c3cccs3)ccc2O1 ?
miR122 inh: 12[16.7 µM]; EWS-Fli block: -7; PAX8 reporter: -15; CASP6 VEID inh: -1; Cneo AK release: -2; LGR2 inh: -11; PGC1a acetyl inh: 5; FN deposition inh: 7

How did O=C(CSc1nnc(-c2ccco2)o1)Nc1ccccc1Cl do in these assays?
miR122 inh: 3; PAX8 reporter: -23; CASP6 VEID inh: -1; Cneo AK release: -1; LGR2 inh: -9; FN deposition inh: -3

What do the screens show for `CNC[C@H]1Oc2cc(Br)ccc2S(=O)(=O)N([C@H](C)CO)C[C@H]1C`?
miR122 inh: -12; EWS-Fli block: -6&-2&-14; PAX8 reporter: 3&-2; CASP6 VEID inh: -3&-1&0; Cneo AK release: 91*!; LGR2 inh: 2&3; PGC1a acetyl inh: 4&-3&-3; FN deposition inh: -9

Results for Cc1cc(N(C)/N=C/c2ccccc2)nc(-c2ccccc2O)n1 ?
EWS-Fli block: -3; PAX8 reporter: -12; CASP6 VEID inh: 1; LGR2 inh: 1; FN deposition inh: -2

Results for Cc1c(NS(=O)(=O)c2cccc3nsnc23)c(=O)n(-c2ccccc2)n1C ?
miR122 inh: -3; PAX8 reporter: 11; Cneo AK release: 6; LGR2 inh: 5; PGC1a acetyl inh: -6; FN deposition inh: 4

A draw from above in order of molar mass, high to low:
Results for Cc1c(NS(=O)(=O)c2cccc3nsnc23)c(=O)n(-c2ccccc2)n1C ?
miR122 inh: -3; PAX8 reporter: 11; Cneo AK release: 6; LGR2 inh: 5; PGC1a acetyl inh: -6; FN deposition inh: 4

What do the screens show for `CC(C)CN1CCC(C(=O)N2CCN(c3ccccc3F)CC2)CC1`?
miR122 inh: -4; EWS-Fli block: 5; PAX8 reporter: 12; CASP6 VEID inh: -2; Cneo AK release: 0; LGR2 inh: 13; PGC1a acetyl inh: -4; FN deposition inh: -6

How did O=C(CSc1nnc(-c2ccco2)o1)Nc1ccccc1Cl do in these assays?
miR122 inh: 3; PAX8 reporter: -23; CASP6 VEID inh: -1; Cneo AK release: -1; LGR2 inh: -9; FN deposition inh: -3

How did COc1ccc(CCC(=O)NNC(=O)c2cccs2)cc1 do in these assays?
miR122 inh: -2; EWS-Fli block: 5; PAX8 reporter: -21; CASP6 VEID inh: 0; Cneo AK release: 0; LGR2 inh: -7; PGC1a acetyl inh: 5; FN deposition inh: 11

Later entries.
How did Cc1cc(=O)oc2c(CN(C)Cc3ccccc3)c(O)ccc12 do in these assays?
miR122 inh: -2; PAX8 reporter: 2; Cneo AK release: -1; PGC1a acetyl inh: 0; FN deposition inh: -1&2

Results for O=C(CN1C(=O)c2ccccc2C1=O)N1CCN(c2ccccn2)CC1 ?
miR122 inh: 1; Cneo AK release: 1; PGC1a acetyl inh: 12; FN deposition inh: 0

What do the screens show for `COc1cc(/C=C2/SC(=S)N(CCC(=O)N3CCN(C)CC3)C2=O)cc(OC)c1OC`?
miR122 inh: 1; EWS-Fli block: -6; PAX8 reporter: -5; CASP6 VEID inh: -5; Cneo AK release: -1; LGR2 inh: 12; PGC1a acetyl inh: -48; FN deposition inh: 2

Results for COc1ccc(CN(C)C[C@@H]2Oc3c(NS(C)(=O)=O)cccc3C(=O)N([C@H](C)CO)C[C@@H]2C)cc1 ?
miR122 inh: -2[16.7 µM]; PAX8 reporter: 1; CASP6 VEID inh: -4; Cneo AK release: 1; LGR2 inh: -9; PGC1a acetyl inh: 0

Results for C[C@@H]1CN([C@@H](C)CO)C(=O)c2cc(C#CC3CC3)cnc2O[C@@H]1CN(C)Cc1cccc(C(=O)O)c1 ?
EWS-Fli block: -6; PAX8 reporter: -5; Cneo AK release: 2; LGR2 inh: -4; PGC1a acetyl inh: 4; FN deposition inh: -13

How did CCOC(=O)c1c(C)[nH]c(C(=O)OCC(=O)NCc2ccc(C)cc2)c1C do in these assays?
miR122 inh: -13; EWS-Fli block: 2; PAX8 reporter: 4; CASP6 VEID inh: 1; Cneo AK release: 1; LGR2 inh: -1; PGC1a acetyl inh: 2; FN deposition inh: 5

What do the screens show for `CCOc1ccccc1NC(=O)c1cnccn1`?
miR122 inh: -7; EWS-Fli block: 0; PAX8 reporter: 0; CASP6 VEID inh: -2; Cneo AK release: -1; LGR2 inh: 10; PGC1a acetyl inh: 0; FN deposition inh: 4

Results for O=C1CC(=C2c3ccccc3-c3ccccc32)C(=O)N1CCN1CCN(c2ccccc2)CC1 ?
miR122 inh: -9; PAX8 reporter: 11; Cneo AK release: 3; PGC1a acetyl inh: -2; FN deposition inh: -10
